RAD54 branch = inhibitors of human RAD54 branch migration; AID 602329; inhibition, % at 10.4 µM; hit rate 0.14% among 360,000; Q92698; RAD54 Holliday junction branch migration, FAM/BHQ fluorescence;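 active = mean normalized replicate activity at least 40 and at least half of replicates scoring 40 or more; inconclusive = only one of the two criteria met; inactive = mean below 40 and under half of replicates reaching 40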;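 note: 0% = median of neutral control wells and 100% = median of positive control wells; inhibitors cause a drop in the FAM fluorescence signal; in these data hits start at about 50%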
E-selectin induc = E-selectin induction on HUVECs. P16581. HUVEC E-selectin immunofluorescence imaging; normalized: neutral wells 0, TNF-alpha wells 100. activation, % at 7.58 µM. hit rate 0.37% among 260,000. AID 686992;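 active = mean E-selectin-positive cell signal at least 10% of the positive control, reached in at least 60% of replicates, without over 20% cell loss; inconclusive = no rule given, readout overlaps actives, possibly toxicity-flagged; inactive = the rest, including those meeting only one limit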;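 note: in these data hits start at about 27%; measured in HUVEC primary endothelial cells; signal is the percent of cells scored E-selectin positive by PE staining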
Target sequence (P16581 whole entry, looked up): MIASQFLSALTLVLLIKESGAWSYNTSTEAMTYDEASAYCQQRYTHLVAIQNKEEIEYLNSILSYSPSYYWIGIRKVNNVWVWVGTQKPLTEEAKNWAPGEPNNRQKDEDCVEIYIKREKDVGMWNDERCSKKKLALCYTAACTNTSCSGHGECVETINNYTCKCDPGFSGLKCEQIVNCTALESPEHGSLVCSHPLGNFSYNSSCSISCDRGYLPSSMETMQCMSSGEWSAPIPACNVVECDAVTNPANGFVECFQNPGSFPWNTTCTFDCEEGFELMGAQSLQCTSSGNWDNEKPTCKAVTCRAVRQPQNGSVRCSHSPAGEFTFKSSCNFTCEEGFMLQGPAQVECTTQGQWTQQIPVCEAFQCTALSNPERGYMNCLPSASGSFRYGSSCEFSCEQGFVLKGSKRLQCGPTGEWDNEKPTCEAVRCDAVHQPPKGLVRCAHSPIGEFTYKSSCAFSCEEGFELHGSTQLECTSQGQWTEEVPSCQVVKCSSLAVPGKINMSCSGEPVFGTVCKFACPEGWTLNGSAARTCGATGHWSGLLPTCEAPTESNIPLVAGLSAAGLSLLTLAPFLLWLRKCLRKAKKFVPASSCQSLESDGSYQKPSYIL
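Read-out: % PE-positive cells | Test system: HUVEC | Doses: One compound dose added by pin transfer | Buffer or medium: EGM-2 over gelatin coat | Signal: Immunofluorescence imaging | Benchmarks: TNF-alpha, DMSO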
PGC1a acetyl inh = modulators of PGC1a acetylation | U2OS PGC1a acetylation, AlphaScreen anti-acetyl-lysine; with virally co-expressed GCN5 acetyltransferase | AID 651687 | hit rate 0.17% among 350,000 | inhibition, % at 15.6 µM;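 active = every replicate shows inhibition of at least 40%; inconclusive = mean inhibition at least 40% but some replicate below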;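 note: 0% = neutral control wells and 100% = positive control wells; some results beyond the cut were filed as inactive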
miR122 inh = inhibitors of miR-122 in Huh7 cells. Huh7 miR-122 Renilla luciferase sensor, 48 h; neutral wells = 0, positive control = 100. activation (reporter increase), % at 12.5 µM. hit rate 0.3% among 340,000. AID 602342;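 active = mean replicate activation score at least 90 and every replicate individually at or above 90; inconclusive = only one of the two criteria met; inactive = neither criterion met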;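 note: higher luciferase means less miR-122 activity so hits act as miR-122 inhibitors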
ERAP1 HTS inh = ERAP1 (human) enzyme inhibition; Q9NZ08; recombinant ERAP1, Leu-AMC fluorescence, 60 min; inhibition, % at 10.7 µM; hit rate 0.15% among 340,000; AID 652197;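 active = mean replicate inhibition of at least 30%, or all replicates individually reaching that 30% level; inactive = mean below 30% and not every replicate reaching it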;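 note: 0% = neutral control wells and 100% = L-leucinethiol positive control wells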
Cneo AK release = Cryptococcus neoformans lysis via adenylate kinase release; hit rate 0.2% among 360,000; C. neoformans lysis, adenylate kinase release luminescence, 4 h; normalised: neutral wells 0, clomiphene wells 100; lysis activity, % at 15 µM;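 active = mean lysis activity across replicates of at least 80%, whatever share of replicates individually reach that level; inactive = mean lysis activity below 80%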
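Test system: log-phase Cryptococcus neoformans yeast cells. Input: 5 × 10^6 yeast cells/mL. Medium: fresh YPD growth medium. Doses: single dose. Incubation: static 4 h at 37 °C with compound, 1 h detection. Measured by: luminescent adenylate kinase detection reagent. Read-out: signal increase indicating cell lysis. Benchmarks: Clomiphene.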
PglD inh = PglD (C. jejuni) enzyme inhibition. purified PglD enzyme, DTNB colorimetric CoA detection. inhibition, % at 12.5 µM. hit rate 0.098% among 360,000. AID 602405; in the data active = inhibition above about 16%, passing the limit was not always enough; inconclusive = no clear call, values can overlap the other calls; note: strong numbers were not always called active
RAD52 anneal inh = RAD52 (human) annealing inhibition | P43351 | AID 651710 | hit rate 0.46% among 360,000 | recombinant RAD52 DNA annealing, FRET fluorescence | inhibition, % at 18.7 µM;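 active = every replicate showing at least 50% inhibition; inconclusive = mean inhibition at least 50% but not in every replicate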
Target sequence (P43351 whole entry, looked up): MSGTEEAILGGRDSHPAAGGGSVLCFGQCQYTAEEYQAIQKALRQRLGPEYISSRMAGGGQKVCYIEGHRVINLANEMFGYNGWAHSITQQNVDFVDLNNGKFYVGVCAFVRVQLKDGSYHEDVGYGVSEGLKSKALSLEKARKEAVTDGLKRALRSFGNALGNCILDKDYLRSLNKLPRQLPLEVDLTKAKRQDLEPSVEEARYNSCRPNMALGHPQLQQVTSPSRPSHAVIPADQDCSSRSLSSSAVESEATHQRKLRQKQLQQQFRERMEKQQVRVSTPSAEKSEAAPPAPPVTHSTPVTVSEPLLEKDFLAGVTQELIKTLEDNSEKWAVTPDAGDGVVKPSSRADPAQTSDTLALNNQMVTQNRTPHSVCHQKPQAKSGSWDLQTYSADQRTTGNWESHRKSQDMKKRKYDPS
Starred values were filed as active, the others as inactive; u = inconclusive; x = no result given; [ ] = dose if it differs, or a comment.

canonical_smiles,RAD54 branch,E-selectin induc,PGC1a acetyl inh,miR122 inh,ERAP1 HTS inh,Cneo AK release,PglD inh,RAD52 anneal inh
CCN(C(=O)COC(=O)/C=C/c1ccco1)c1c(N)n(Cc2ccccc2)c(=O)[nH]c1=O,6,0.4,x,x,-6,-1,-1,-4
Cc1ccccc1NC(=S)Nc1cccc2cnccc12,1,2.7,-3,3,-2,-5,4,7
CCn1cc(C(=O)N2CCN(c3ccc(OC)cc3)CC2)c(=O)c2cc(S(=O)(=O)N3CCCCC3)ccc21,x,-0.8,-1,x,1,x,x,0
COCCN(C(=O)COC(=O)CNC(=O)c1ccc(C)cc1)c1c(N)n(Cc2ccccc2)c(=O)[nH]c1=O,-2,5.2,14,1,1,-1,-2,1
CCCCCCN1C[C@@H](O)[C@H](n2cc(C3CC3)nn2)C[C@@H]1c1ccc(Cl)cc1,-6,1.3,-10,-4,6,2,-2,-33
Cc1nc(SCc2nc3ccccc3[nH]2)c2oc3cc(Br)ccc3c2n1,-18,0.0,-6,2,1,-1,-1,-492
CC(C)NC(=O)Nc1ccc2c(c1)C(=O)N([C@H](C)CO)C[C@H](C)[C@H](CN(C)C(=O)Nc1ccc3c(c1)OCO3)OCCCC[C@@H](C)O2,2,x,6,-3[16.7 µM],2,6,5,6
O=C(C[C@@H]1CC[C@@H](NC(=O)c2cccnc2)[C@H](CO)O1)NCc1ccncn1,5,-0.7,3,x,x,x,-2,x
COc1ccc(-c2cnc3c(c2)C(=O)N([C@@H](C)CO)C[C@@H](C)[C@H](CN(C)Cc2ccc(C(=O)O)cc2)O3)cc1,4,-0.1,4,-2[16.7 µM],-1,0,1,-7
O=C(NCc1n[nH]c(=O)c2ccccc12)C1CC(=O)N(c2ccc(Cl)cc2)C1 (configuration not stated),-14,-1.9,3,-6,5,2,3,-9
CO[C@@H]1CN(C)C(=O)c2ccc(NC(=O)NC(C)C)cc2OC[C@@H](C)N(CCC(F)(F)F)C[C@@H]1C,0,-0.1,-2,3[16.7 µM],0,1,-1,4
O=C(c1ccccc1)N1CCN(c2ccccc2)CC1,-6,0.1,-2,5,-5,1,-2,-8
CN(C(=O)CSc1cc(C(=O)c2nccn2C)c2ccccc2n1)c1ccccc1,x,-0.1,-6,1,1,x,x,-26
C[C@@H]1CN([C@H](C)CO)S(=O)(=O)c2ccc(C#CC3(O)CCCC3)cc2O[C@H]1CN(C)C(=O)Cc1ccncc1,-3,-0.1,1,x,x,-3,1,-26
CCN1CCN(C(=O)Cn2ncc3c([nH]c4ccc(C)cc43)c2=O)CC1,15,x,3,-8,-3,-1,-10,2
COC(=O)c1[nH]c2ccc(Br)cc2c1NC(=O)Oc1ccccc1,3,x,-5,-3,x,-3,-4,x
COc1ccc(S(=O)(=O)N2CCCCC2)cc1NC(=O)C1CCCO1 (configuration not stated),x,-0.4,0,x,1,x,x,6
CCOC(=O)C1(C)CCCN(C(=O)c2cccc(OC(F)(F)F)c2)C1 (configuration not stated),3,0.0,x,-2,-2,1,4,-10
Cc1ccc(NC(=S)N2CCN(S(=O)(=O)c3ccccc3)CC2)cc1C,1,x,x,x,1,1,1,-3
CCCC(=O)Nc1ccc2c(c1)C(=O)N(C)C[C@@H](OC)[C@H](C)CN(CCC(F)(F)F)[C@@H](C)CO2,10,-0.2,-2,-4[16.7 µM],x,-1,6,x
Nc1nc(N)nc(-c2cc(Cl)ccc2Cl)n1,-4,0.4,4,-6,0,-1,0,-11
O=C1CC(N(O)c2ccccc2)C(=O)N1c1cc(Cl)cc(Cl)c1 (configuration not stated),1,x,7,-7,x,-2,-5,x
COc1cccc(NC(=O)COC(=O)c2c(C)nn(-c3ccccc3)c2C)c1,-4,0.3,3,x,-3,0,1,-21
CN(C)CC(=O)N[C@H]1CC[C@H](CCNC(=O)Nc2ccc(C(F)(F)F)cc2)O[C@H]1CO,3,-0.3,0,x,-4,-6,0,10
O=C(CCn1c(=O)c2cccn2c2ccccc21)Nc1ccc(F)cc1,3,x,-13,0,1,0,3,-22
O=C(CN1CCCCC1)Nc1nnc(-c2ccc([N+](=O)[O-])cc2)s1,6,x,-2,-6,x,-1,10,x
O=C(COC(=O)c1ccccc1O)NCc1ccco1,x,x,5,3,-2,x,x,-10
CN1CCN(c2ccc(NC(=O)c3cc([N+](=O)[O-])ccc3N3CCOCC3)cc2)CC1,2,0.0,x,x,4,0,-7,5
CCOC(=O)C1=C(O)/C(=C\c2ccc(OC)c(OC)c2)N=C1C,-4,x,6,-4,x,0,5,x
CC(=O)Nc1nnc(SCc2ccc(C(=O)Nc3ccccc3F)cc2)s1,x,x,10,5,1,x,x,-18
CCCC(=O)Nc1ccc2c(c1)C(=O)N(C)[C@H]1CC[C@H](CC(=O)NCCOC)O[C@H]1CO2,-8,0.0,12,-17[16.7 µM],x,-2,-4,x
C=CCNC(=O)c1ccccc1S(=O)c1ccccc1C#N (configuration not stated),5,x,-5,-6,x,0,-6,x
COc1ccccc1N1CCN(C(=O)CCNS(=O)(=O)c2ccc3c(c2)CCC(=O)N3)CC1,-2,x,3,-1,x,0,1,x
Cn1c(N2CCOCC2)c(C=O)c2ccccc21,0,0.2,13,1,-3,2,-1,-1
Cc1c(CCO)sc[n+]1CC(=O)OC12CC3CC(CC(C3)C1)C2,-8,0.1,-16,2,-2,0,1,9
C[C@@H]1CN([C@@H](C)CO)C(=O)c2cc(-c3ccncc3)cnc2O[C@H]1CN(C)Cc1ccc(F)cc1,-6,-0.1,-4,9[16.7 µM],-1,0,-2,-2
C[C@@H]1CN([C@H](C)CO)C(=O)c2cccc(NC(=O)Nc3ccc4c(c3)OCO4)c2O[C@@H]1CN(C)C(=O)Nc1ccc(F)cc1,19,-0.6,2,-7[16.7 µM],x,4,0,x
O=CC(=O)c1ccccc1,-2,x,-13,2,9,-3,-1,-9
COCCNCC(=O)N1c2ccccc2Sc2ccccc21,-7,-0.1,6,6,0,3,-5,-4
Cc1ccc(C)c(C(=O)CSc2nc(N)cc(=O)[nH]2)c1,-10,12,-4,9,3,1,7,-44
C[C@H](CO)N1C[C@H](C)[C@H](CN(C)C)Oc2c(NS(=O)(=O)c3ccc(F)cc3)cccc2C1=O,11,-0.1,-9,-3[16.7 µM],2,-1,0,-8
Cc1ccc(S(=O)(=O)NCc2ccc(C(=O)NC3CCCCC3)cc2)cc1,-14,-0.1,-15,5,-2,-2,-4,-16
Cc1cccc(CN2CCN(CC(=O)NCCCN3CCCC3=O)C2=O)c1,-3,x,43,0,x,0,-6,x
CC(C)CC#Cc1ccc2c(c1)O[C@@H](CN(C)C(=O)c1cccnc1)[C@@H](C)CN([C@@H](C)CO)S2(=O)=O,-12,0.0,-9,16[16.7 µM],1,-5,4,-3
CCc1ccc2[nH]cc(C(=O)N3CCCCCC3)c(=O)c2c1,13,x,-1,3,x,2,4,x
CCOC(=O)C(NC(C)=O)(NS(=O)(=O)c1ccccc1)C(F)(F)F (configuration not stated),3,x,8,5,x,1,-3,x
COc1ccc(/C=N/Nc2nncc3ccccc23)cc1,-6,x,4,-1,9,-7,-14,-15
CCOC(=O)CCCNC(=O)COC(=O)CCC(=O)c1ccc(F)cc1,0,x,9,-2,x,1,3,x
COc1ccnc(Nc2cccc(C)c2)c1C#N,-4,x,-1,-1,13,1,2,-12
C[C@H](CO)N1C[C@H](C)[C@H](CN(C)C(=O)c2ccncc2)Oc2ncc(-c3ccc(C(=O)N(C)C)cc3)cc2C1=O,-3,-0.2,9,6[16.7 µM],-1,11,-1,13
COc1ccc(NC(=O)N2C[C@@H](O)COC[C@H]3O[C@@H](CC(=O)N4CCOCC4)CC[C@@H]32)cc1,7,-0.1,10,1[16.7 µM],-2,4,-1,5
COc1ccccc1NC(=O)N1CC(=O)N2[C@H](C1)[C@@H](c1ccc(-c3ccc(F)cc3)cc1)[C@@H]2CO,x,-0.3,4,x,-1,x,x,7
CN(C)CCN1CCc2ccccc21,19,x,-12,-3,x,1,-2,x
COc1ccc(S(=O)(=O)Nc2ccc3c(c2)C(=O)N([C@H](C)CO)C[C@H](C)[C@H](CN(C)C(=O)Nc2ccc(F)cc2)O3)cc1,-7,-0.7,11,5[16.7 µM],0,40,-5,-6
C[C@H](O)C#Cc1ccc2c(c1)O[C@@H](CN(C)C(=O)C1CCC1)[C@H](C)CN([C@H](C)CO)S2(=O)=O,-8,0.1,-1,3[16.7 µM],-1,-2,-3,23
COc1ccc(NC(=O)Nc2ccc3c(c2)C(=O)N([C@H](C)CO)C[C@@H](C)[C@H](CN(C)Cc2ccncc2)OCCCC[C@H](C)O3)cc1,2,-0.4,-4,6[16.7 µM],0,47,0,2

The list continues.
canonical_smiles,RAD54 branch,E-selectin induc,PGC1a acetyl inh,miR122 inh,ERAP1 HTS inh,Cneo AK release,PglD inh,RAD52 anneal inh
CC(C)(C)N=C(NS(=O)(=O)c1cccs1)c1ccccc1,-13,-0.2,x,x,2,2,4,0
O=C(c1ccccc1)c1nc2c(n1O)CCCCC2,-6,2.4,2,7,0,-1,5,6
C[C@H]1CN([C@@H](C)CO)C(=O)c2cccc(NC(=O)CCCCCC(=O)Nc3ccccc3N)c2O[C@@H]1CN(C)Cc1ccc(Cl)c(Cl)c1,x,-6.6,-39,x,2,x,x,-28
CCNC(=O)COC(=O)/C=C/c1ccccc1[N+](=O)[O-],-7,x,-4,-11,x,-2,2,x
COC(=O)C[C@@H]1CC[C@H]2[C@@H](COC[C@@H](O)CN2S(=O)(=O)c2ccccc2C)O1,-3,-0.1,1,-5[16.7 µM],-2,-1,-3,-14
O=C1NC(c2ccc(-c3ccccc3[N+](=O)[O-])o2)C(C(=O)c2ccc(F)cc2)C(O)(C(F)(F)F)N1 (configuration not stated),-2,x,-8,-2,x,x,-7,x
CCC(=O)Nc1nnc(SCC(=O)Nc2ccc3c(c2)OCO3)s1,2,u,3,-1,1,-2,-8,5
Cc1cc(C)cc(C(=O)NCC(=O)OCN2C(=O)c3ccccc3C2=O)c1,-5,-0.8,-11,-11,0,1,x,-13
C[C@@H]1CN([C@@H](C)CO)C(=O)c2cc(NC(=O)C3CCCCC3)ccc2O[C@@H](C)CCCCO[C@@H]1CN(C)S(=O)(=O)c1cccs1,3,0.0,10,0[16.7 µM],0,-2,-1,-27
CCOC(=O)C1(C)CCN1C(=O)c1ccc(C(C)(C)C)cc1 (configuration not stated),-12,0.1,-10,4,0,0,1,-7
CCc1cccc(C)c1NC(=O)c1cc(-c2ccncc2)nc2ccccc12,8,0.0,-12,-5,-1,0,4,-4
CC[C@]12c3[nH]c4cc(CCC(=O)N(C)C)ccc4c3CCN1C(=O)[C@@H](CC(=O)NCc1ccco1)C[C@@H]2C(=O)N1CCN(C(=O)C2CC2)CC1,-11,-0.1,x,x,-4,1,3,1

Screens from PubChem BioAssay.
